dFosB activator = mouse delta FosB homodimer activation; activation, % at 25 µM; purified delta FosB, TAMRA-CDK5 oligo fluorescence polarization; percent of positive-control signal above neutral wells; actives 0.99% (n = 340,000);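 active = mean activation above about 17%, with every replicate also reaching it, limit read from the data, passing the limit was not always enough; inconclusive = only one of the two conditions met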;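 also: fluorescence polarization rise as delta FosB binds a TAMRA Cdk5 AP-1 oligo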
CDK5 inh = blocks human CDK5/p35 kinase activity. Q00535+Q15078. actives 0.01% (n = 330,000). Recombinant CDK5/p35, ADP-Glo luminescence, 60 min. AID 488839. inhibition, % at 10 µM;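 active = highest replicate inhibition of at least 50% and at least 75% of replicates reaching 50%; inconclusive = only one of the two criteria met; inactive = both criteria failed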;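 also: plate controls were DMSO neutral control for no effect and GW8510 at 10 µM for full effect; many of its hits are not listed in these tables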
SR-BI DiI inh = inhibitors of mouse SR-BI mediated HDL lipid uptake. Q61009. ldlA[mSR-BI] CHO cells, DiI-HDL uptake fluorescence, 3 h. inhibition, % at 12.5 µM. actives 0.96% (n = 320,000);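 active = mean replicate inhibition of at least 70% and a set share of replicates each scoring 70 or more; inconclusive = meets just one of the two criteria; inactive = fails both criteria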;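 also: 0% = median of neutral control wells and 100% = median of positive control wells; values of inactives mirror those of a sister screen read the other way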
Mot1-301 SUMO = blocks SUMOylation pathway, rescuing yeast Mot1-301 growth; growth rescue, % at 18.8 µM; actives 1% (n = 320,000); S. cerevisiae Mot1-301 growth rescue, ATP luminescence, 38.5C; percent above DMSO median, 100 means doubled;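 active = every valid replicate shows activation above 250% relative to neutral control wells; inactive = the rest, any valid replicate at or below 250%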;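 also: OY570 slx delta 5 strain wells were the positive control but not used for scaling; some compounds called inactive have numbers as strong as hits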
Pemphigus Ab inh = inhibitors of pemphigus antibody binding to human desmoglein-3; binding (percent of control), % at 10 µM; actives 0.48% (n = 310,000); DSG3-coupled beads, scFv-anti-DSG3-GFP binding, flow cytometry; stronger effect = lower value; P32926;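 active = binding more than 3 SD below its plate's average and above zero; inconclusive = below that plate limit but binding exactly zero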;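 also: hits lower antibody fragment binding to DSG3; some compounds called inactive have numbers as strong as hits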
NSD2 inh = blocks human histone methyltransferase NSD2 | O96028 | NSD2 peptide methylation, AlphaScreen, 120 min | inhibition, % at 12.5 µM | actives 0.54% (n = 310,000); in the data active = inhibition above about 50%
Target sequence (O96028 whole entry, looked up): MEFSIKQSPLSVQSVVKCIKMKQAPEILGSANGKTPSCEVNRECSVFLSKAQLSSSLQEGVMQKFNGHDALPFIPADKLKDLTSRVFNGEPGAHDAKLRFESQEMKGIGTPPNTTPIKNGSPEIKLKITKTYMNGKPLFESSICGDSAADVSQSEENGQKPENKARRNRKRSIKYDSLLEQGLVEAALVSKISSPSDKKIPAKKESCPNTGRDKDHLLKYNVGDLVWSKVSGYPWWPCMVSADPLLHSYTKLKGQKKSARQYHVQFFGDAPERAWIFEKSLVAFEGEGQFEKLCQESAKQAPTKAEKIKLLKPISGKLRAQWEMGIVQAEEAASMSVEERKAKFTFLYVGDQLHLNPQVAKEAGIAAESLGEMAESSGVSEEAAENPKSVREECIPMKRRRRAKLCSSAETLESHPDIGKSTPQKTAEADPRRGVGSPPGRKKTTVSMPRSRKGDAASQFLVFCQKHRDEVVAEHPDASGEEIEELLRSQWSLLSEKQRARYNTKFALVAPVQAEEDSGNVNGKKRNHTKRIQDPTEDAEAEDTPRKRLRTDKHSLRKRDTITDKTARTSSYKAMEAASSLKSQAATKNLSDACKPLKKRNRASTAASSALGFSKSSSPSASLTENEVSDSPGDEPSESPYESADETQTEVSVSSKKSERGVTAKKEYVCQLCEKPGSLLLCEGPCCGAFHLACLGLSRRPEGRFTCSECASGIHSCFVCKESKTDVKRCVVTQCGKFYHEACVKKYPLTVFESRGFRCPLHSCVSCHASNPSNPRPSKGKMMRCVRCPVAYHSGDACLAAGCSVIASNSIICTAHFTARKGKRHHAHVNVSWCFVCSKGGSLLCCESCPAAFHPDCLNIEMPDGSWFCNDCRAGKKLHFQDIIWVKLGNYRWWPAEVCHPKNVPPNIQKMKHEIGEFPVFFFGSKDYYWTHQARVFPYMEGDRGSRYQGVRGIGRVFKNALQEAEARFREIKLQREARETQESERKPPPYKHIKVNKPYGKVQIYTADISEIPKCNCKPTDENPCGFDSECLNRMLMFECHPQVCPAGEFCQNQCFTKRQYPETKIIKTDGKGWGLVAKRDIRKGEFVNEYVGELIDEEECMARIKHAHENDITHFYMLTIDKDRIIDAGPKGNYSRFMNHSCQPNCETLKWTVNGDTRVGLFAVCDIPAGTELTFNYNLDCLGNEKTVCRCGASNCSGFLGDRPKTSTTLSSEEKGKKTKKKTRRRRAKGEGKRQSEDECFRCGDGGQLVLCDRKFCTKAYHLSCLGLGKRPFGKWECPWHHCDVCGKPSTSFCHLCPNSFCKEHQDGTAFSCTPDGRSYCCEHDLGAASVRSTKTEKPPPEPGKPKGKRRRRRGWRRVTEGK
Arr AP2 block = blocks beta-arrestin peptide binding to AP2 adaptin. inhibition, % at 10 µM. FITC-arrestin peptide / GST-AP2 beads, flow cytometry; AP2 beta2 appendage carries R879A mutation. actives 0.31% (n = 340,000);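 active = inhibition above a set limit, near 3 SD of compounds lacking own fluorescence, cut at about 54% in these data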;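 also: plate controls were DMSO wells for no effect and 5 µM unlabelled arrestin peptide for full effect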
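System: GST-AP2 R879A glutathione beads; medium: PBS, Tween 20 0.05%, BSA 0.1%; reagent: fluorescein-tagged arrestin peptide at 50 nM final; schedule: pre-incubation 12 min, peptide binding 1 h, room temperature; detection: flow cytometry, FL1 (488/535 nm); read-out: inhibition as reduced fluorescein signal on beads, percent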
MITF TRPM1 HTS = increases MITF-driven TRPM1 promoter luciferase signal; SK-MEL-5 TRPM1-promoter luciferase, 24 h; % of positive control, neutral wells = 0; activation, % at 12.5 µM; actives 0.75% (n = 300,000);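 active = mean activation of at least 80% with every replicate also reaching 80%; inconclusive = mean reaches 80% but some replicate falls short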;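 also: 0% = neutral control wells and 100% = parthenolide positive control wells; values of inactives mirror those of a sister screen read the other way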
PKA-R1A activ = activates the PKA-R1A holoenzyme complex. actives 0.083% (n = 340,000). P00514+P68181. activation, % at 11.4 µM. PKA-R1A dissociation, Cy5-IP20 fluorescence polarization; scaled: DMSO 0%, 113 µM cGMP 100%. AID 504707;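 active = percent activation above the mean of all tested compounds plus 3 SD, cut at about 19% in these data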;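 also: higher means more PKAc released from R1A so a rise in polarization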
PKA-R2B act = activators of human PKA-R2B complex; P22694+P31323; PKA-R2B holoenzyme dissociation, Cy5-IP20 fluorescence polarization; R2B truncated from residue 108, S112A mutant; 0% DMSO only, 100% 113 µM cGMP; activation, % at 11.4 µM; actives 0.079% (n = 340,000); AID 504700;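 active = activation above a cutoff set at the mean over all compounds plus 3 SD, cut at about 18% in these data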;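 also: higher means more holoenzyme dissociation and a rise in polarization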
SR-BI DiI-HDL act = SR-BI HDL lipid transfer activation; CHO ldlA[mSR-BI] cells, DiI-HDL uptake fluorescence, 3 h; 100 = double the neutral-control signal; activation, % at 12.5 µM; actives 0.096% (n = 320,000); AID 504775;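 active = mean replicate activation of at least 60% and every replicate at or above 60%; inconclusive = mean or all-replicate condition met, but not both; inactive = mean below 60% and not all replicates reaching 60%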;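 also: 0% = median plate neutral-control signal and 100% = twice that signal; values of inactives mirror those of a sister screen read the other way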
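System: LDL receptor-deficient CHO ldlA cells overexpressing murine SR-BI | Timing: 3 h uptake period with compound, 37 °C | Medium: HEPES-buffered (25 mM, pH 7.4) F12 plus 0.5% BSA | Dosing: Single-point compound dose | Signal: Bottom-read fluorescence, 550/595 nm | Read-out: Retained DiI signal reflecting DiI-HDL uptake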
Active calls of the source: *; ? = inconclusive; nt = not tested or not shown.

dFosB activator,CDK5 inh,SR-BI DiI inh,Mot1-301 SUMO,Pemphigus Ab inh,NSD2 inh,Arr AP2 block,MITF TRPM1 HTS,PKA-R1A activ,PKA-R2B act,SR-BI DiI-HDL act,mol
0,2.1,-25,264,100,1,-16,nt,0,0,25,Cc1cc(NN)nc(NS(=O)(=O)c2ccc(Cl)cc2)n1
-5,-2.7,16,7,114,-1,-7,-4,-7,-7,nt,O=C(NC1CCCc2c1cnn2-c1ccccc1F)c1ccccc1N1CCOCC1 (configuration not stated)
-10,0.1,25,6,112,94*,5,8,-9,-3,-25,O=C(CSc1nc2nn(-c3ccccc3)c(=O)c-2c2n1CCCCC2)c1ccc(O)c(O)c1
-4,-0.3,-20,-2,102,nt,-10,nt,2,-4,20,Cc1ccc2c(c1)NCC(C(=O)NCc1ccccc1)O2 (configuration not stated)
-5,-1.0,20,-8,113,-2,-3,17,-1,13,-20,COc1cccc(Cl)c1NC(=O)N1CCc2c([nH]c3ccccc23)C1C(F)(F)F (configuration not stated)
-49,0.5,?,-11,101,0,-5,nt,9,-1,-72,COc1ccc(C2=Nn3c(nnc3-c3ccc(OC)cc3)SC2)cc1
-1,0.7,10,2,112,1,-1,-36,11,-5,-10,CC(=O)c1cccc(CN2CCC(C(=O)Nc3ccc(-c4cccc(C)c4)cc3)CC2)c1
9,-0.1,56,-3,74,nt,-1,4,11,3,-56,Cc1nnn(-c2nonc2N)c1C(=O)N/N=C/c1cccc2ccccc12
-10,0.2,20,-1,98,-3,-2,nt,6,-9,-20,C=CCn1c2ccccc2c2nnc(SC(CC)C(=O)Nc3sc4c(c3C#N)CCCC4)nc21 (configuration not stated)
-3,2.2,13,-6,107,31,5,-4,-7,8,-13,O=C1CCN(Cc2ccccc2)C(=O)N1c1ccccc1
0,0.2,-31,-7,105,-2,28,0,-5,-12,31,CCOC(=O)/C(C#N)=N\Nc1ccc(S(=O)(=O)Nc2nc(C)cc(C)n2)cc1
-3,1.5,nt,252,98,4,8,-6,2,1,nt,O=S(=O)(/C=C/c1ccccc1)Nc1ccc(N2CCOCC2)cc1
-11,1.0,-20,-7,98,-1,33,7,-2,0,20,Cc1ccc(C2(C)NC(=O)N(CC(=O)Nc3ccccc3N3CCCCC3)C2=O)cc1 (configuration not stated)
-12,-0.6,44,745*,100,-4,-6,-2,-1,-8,-44,Cc1nc(-c2ccncc2)sc1C(=O)Nc1ccc(Br)cc1
-16,15,5,1,100,nt,2,-46,3,-1,-5,COc1ccccc1-c1nc(-c2ccccn2)no1

Single records, as listed above.
O=C(NC1CCCc2c1cnn2-c1ccccc1F)c1ccccc1N1CCOCC1 (configuration not stated) reads dFosB activator: -5; CDK5 inh: -2.7; SR-BI DiI inh: 16; Mot1-301 SUMO: 7; Pemphigus Ab inh: 114; NSD2 inh: -1; Arr AP2 block: -7; MITF TRPM1 HTS: -4; PKA-R1A activ: -7; PKA-R2B act: -7; SR-BI DiI-HDL act: nt
COc1ccc(C2=Nn3c(nnc3-c3ccc(OC)cc3)SC2)cc1 reads dFosB activator: -49; CDK5 inh: 0.5; SR-BI DiI inh: ?; Mot1-301 SUMO: -11; Pemphigus Ab inh: 101; NSD2 inh: 0; Arr AP2 block: -5; MITF TRPM1 HTS: nt; PKA-R1A activ: 9; PKA-R2B act: -1; SR-BI DiI-HDL act: -72

The list goes on:
dFosB activator,CDK5 inh,SR-BI DiI inh,Mot1-301 SUMO,Pemphigus Ab inh,NSD2 inh,Arr AP2 block,MITF TRPM1 HTS,PKA-R1A activ,PKA-R2B act,SR-BI DiI-HDL act,mol
-97,1.0,nt,73,97,-3,-7,-18,-2,-3,nt,CC1CN(c2nn3c(=O)c4ccccc4nc3c3ccccc23)CC(C)O1 (configuration not stated)
6,1.1,-19,-8,nt,-1,18,-6,-5,-5,19,N#Cc1c2n(cnc1=O)CCCCC2
3,-2.6,-21,-9,99,4,5,3,3,-4,21,CCc1c(C)nc2nc(SCc3ccccc3Cl)[nH]n2c1=O
1,-2.5,-38,-10,nt,2,-2,0,0,6,38,COc1cc(OC)cc(C(=O)NN2CCCCC2)c1
-14,-1.2,44,83,nt,9,25,-24,1,10,-44,CC(=O)NC1=NN(C(C)=O)C(C)(c2ccc(Cl)s2)S1 (configuration not stated)
-9,-2.8,5,6,100,2,1,-5,-4,-3,-5,COc1ccc(Cn2ccc(=O)c(Cc3c(Cl)cccc3Cl)c2C)cc1
-16,3.9,23,13,107,2,-5,16,8,-2,-23,CN(C(=O)CSc1ncnc2sc3c(c12)CCC3)C1CCS(=O)(=O)C1 (configuration not stated)
-4,0.0,1,-17,100,0,-9,4,3,-6,-1,Cc1nnc(SCCC(=O)Nc2ccc(F)cc2)s1
-14,0.7,80*,124,102,14,-2,2,-6,-3,-80,O=C1CCC/C(=N/Nc2ccc(Cl)cc2)C1
-3,-1.6,-21,-2,100,nt,-8,nt,-7,4,21,COC(=O)c1cc(=O)[nH]c(SCc2cccc(C)c2)n1
-12,-0.7,8,33,82,nt,-2,-5,-3,-19,-8,Cn1c(=O)cc(SCC(=O)N2CCN(C3CCCCC3)CC2)c2ccccc21
-7,0.1,18,-6,117,1,28,6,0,-3,-18,O=C(N/C(=C\c1ccc(Br)cc1)c1nc2ccccc2[nH]1)c1ccco1
-6,-0.5,8,17,101,nt,9,-7,0,-3,-8,O=C(C(Cc1ccccc1)n1cccc1)N1CCc2ccccc21 (configuration not stated)
-13,nt,37,-3,101,-4,-1,11,7,-13,-37,Cc1nonc1C1CCCN1C(=O)c1cc(COc2cccc(C(F)(F)F)c2)on1 (configuration not stated)
-3,-0.4,-11,13,nt,nt,-10,4,-4,1,11,COc1ccc(NC(=O)CSc2ncn[nH]2)c([N+](=O)[O-])c1
2,-3.8,-2,nt,99,-10,12,-8,-3,0,2,O=C(COC(=O)c1ccc[nH]c1=O)Nc1cc(S(=O)(=O)N2CCCCC2)ccc1Cl
3,0.9,1,22,106,nt,29,nt,-2,-1,-1,COCCNC(=O)c1ccc2c(c1)S(=O)(=O)c1cc(Cl)ccc1C2=O
-5,0.6,2,-8,96,-1,-3,nt,nt,nt,-2,Cc1nc(C(=O)NNC(=O)Nc2ccccc2)cs1
5,-1.6,-13,-13,101,-1,17,nt,-12,-5,13,CC(=O)Nc1cc(NC(C)=O)cc(C(=O)NC(C)(C)C)c1
-4,0.5,20,51,111,0,-3,14,-4,8,-20,COc1ccccc1CN1C[C@@H]2C[C@@H](c3cccc(O)c3)N3CCC[C@@]23C1=O
-3,0.9,26,2,97,nt,-5,nt,-4,-11,-26,NC(=O)c1c(NC(=O)c2c(F)cccc2F)sc2c1CCN(Cc1ccccc1)C2
-3,-0.3,-44,0,92,-6,31,-1,7,-3,44,CCN1CCN(C(=O)CN(C)S(=O)(=O)c2ccc(Cl)cc2)CC1
5,0.5,31,-23,102,nt,nt,6,-1,-13,-31,Cc1ccc(CNc2ccc3c(c2)OCO3)cc1
-10,-1.6,-6,-12,86,-3,-2,-5,-1,3,6,COc1ccc(-n2nc3c(c2NC(=O)C(C)Cl)CSC3)cc1 (configuration not stated)
0,0.3,6,-12,117,3,3,nt,-11,3,-6,CC1(C)CC(=O)C=C(Nc2ccc([N+](=O)[O-])cc2)C1
-1,0.7,-13,7,109,2,-4,5,0,11,13,NC1=NC(=Nc2cccc(Cl)c2)c2ccccc21
-8,0.8,-21,-11,98,2,9,5,7,-5,21,CCCCn1c(N)c(N(CCOC)C(=O)c2sc3cc(F)ccc3c2Cl)c(=O)[nH]c1=O
-6,-2.3,1,-8,95,nt,29,11,-3,-3,-1,COC(=O)[C@]1(C)N[C@H](CN(C)C(=O)Nc2ccc(C)cc2)[C@@H]2C(=O)N(Cc3ccccc3)C(=O)[C@@H]21
-10,-0.9,-14,0,nt,-3,28,57,-1,-16,14,Cc1ccc(Cn2ccc(-c3cnc(-c4ccccc4)s3)n2)cc1
-1,-0.1,-13,-8,101,11,-4,-4,-10,-10,13,O=C(Nc1nccs1)c1ccc2c(c1)C(=O)N(Cc1cccnc1)C2=O
-2,-0.3,-3,851,98,nt,2,-2,-3,3,3,COC(=O)c1cc(NC(=S)N2CCN(C(=O)C3CCCO3)CC2)cc(C(=O)OC)c1 (configuration not stated)
-2,-0.1,-13,1,106,-1,23,0,2,3,13,COc1ccc(C2/C(=C(/O)c3ccc(Cl)cc3)C(=O)C(=O)N2CCN2CCOCC2)c(OC)c1 (configuration not stated)
0,-4.5,nt,-14,107,26,-9,-3,-5,-6,nt,CCN(CC(=O)NCCCN1CCOCC1)S(=O)(=O)c1ccc(Cl)cc1
-15,1.4,7,nt,nt,131*,16,-98,9,5,-7,O=C1C(=C(I)I)c2ccccc2-c2ccccc21
-10,-0.6,26,68,94,-2,1,2,2,-7,-26,CCCc1cc(=O)[nH]c(Nc2ccc(Cl)cc2)n1

An excerpt from above, limited to MITF TRPM1 HTS:
SMILES	MITF TRPM1 HTS
COc1ccc(C2/C(=C(/O)c3ccc(Cl)cc3)C(=O)C(=O)N2CCN2CCOCC2)c(OC)c1 (configuration not stated)	0
CCN(CC(=O)NCCCN1CCOCC1)S(=O)(=O)c1ccc(Cl)cc1	-3
O=C1C(=C(I)I)c2ccccc2-c2ccccc21	-98
CCCc1cc(=O)[nH]c(Nc2ccc(Cl)cc2)n1	2
